# ALDH1A1 inh: qHTS Assay for Inhibitors of Aldehyde Dehydrogenase 1 (ALDH1A1). Aldehyde dehydrogenase 1A1 (Homo sapiens), P00352. Purified ALDH1A1, NADH fluorescence, propionaldehyde substrate. Potency, µM (highest dose often 75.3 µM), for the others: top-dose activity, negative = inhibition, hits mostly inhibitors. hit rate 7.3% among 220,000. AID 1030, 2008; active = well fitted inhibition curve with a large enough effect, not every such curve was filed as active; inconclusive = small, poorly fitted or top-dose-only effect, or another doubt; inactive = no such curve, though single readings can be large or run the other way;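 note: plate controls were no enzyme wells and a reference inhibitor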
# GLA spleen mod: qHTS Assay for Inhibitors and Activators of Human alpha-Galactosidase From Spleen Homogenate; Potency, µM (top dose mostly 80 µM), for the others: at the highest dose activity change, negative = inhibition, actives largely listed as inhibitors; human spleen homogenate, 4MU-alpha-Gal fluorescence, 40 min; hit rate 0.008% among 240,000; AID 2107, 2009;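 note: 0% = enzyme with vehicle and -100% = no enzyme basal signal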
#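 qHTS titration in buffer at pH 5.0. Alpha-galactosidase activity in spleen homogenate was measured via 4-methylumbelliferone release from 1 mM fluorogenic substrate after 40 min at 37C and a pH 10 stop. AC50 came from Hill fits of control-normalized data.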
# Tau fibril FP: qHTS for Inhibitors of Tau Fibril Formation, Fluorescence Polarization; Microtubule-associated protein tau (Homo sapiens), P10636; K18 P301L tau heparin fibrillization, Alexa594 FP, 6 h; Potency, µM (titrated, usually from 57.7 µM), without a hit: at the top dose activity, negative = inhibition, actives largely listed as inhibitors; hit rate 0.39% among 280,000; AID 1468, 2008; note: nearly all actives have a fitted effect of over 55% in size
# Target sequence (P10636 561-689 P618L limits assumed): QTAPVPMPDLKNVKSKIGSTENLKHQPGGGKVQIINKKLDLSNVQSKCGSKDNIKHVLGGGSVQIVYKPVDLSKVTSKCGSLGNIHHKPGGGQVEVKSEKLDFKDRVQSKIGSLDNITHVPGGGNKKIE
#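 K18 P301L tau (15 uM unlabeled/0.24 uM Alexa 594-labeled, final) + compound + heparin 20 uM final; 100 mM NaOAc pH 7; 6 hr 37 C; ThT 30 uM final added, 1 hr RT; FP ex 555/em 632 nm.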
# Tau fibril ThT: qHTS for Inhibitors of Tau Fibril Formation, Thioflavin T Binding; Potency, µM (series often up to 57.4 µM), inactives show at the highest dose activity, negative = inhibition, usual class: inhibitors; Microtubule-associated protein tau (Homo sapiens), P10636; recombinant tau K18 P301L, heparin-induced fibrillization, ThT fluorescence; hit rate 2.1% among 270,000; note: nearly all actives have a fitted effect of over 55% in size
#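 Recombinant human tau K18 fragment […] carrying P301L, 15 uM unlabeled plus 0.24 uM Alexa 594-labeled, was fibrillized with 20 uM heparin in 100 mM sodium acetate pH 7 for 6 hr at 37 C; 30 uM ThT fluorescence read after 1 hr.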
# L3MBTL1 block: qHTS Assay for the Inhibitors of L3MBTL1 | AlphaScreen L3MBTL1–H3K9me1 peptide binding | Potency, µM (series often up to 57.1 µM), for the others: at the highest dose activity, negative = inhibition, usual class: inhibitors | Lethal(3)malignant brain tumor-like protein 1 (Homo sapiens), Q9Y468 | hit rate 0.66% among 230,000; note: nearly all actives have a fitted effect of over 60% in size
# Target sequence (Q9Y468 whole entry, looked up): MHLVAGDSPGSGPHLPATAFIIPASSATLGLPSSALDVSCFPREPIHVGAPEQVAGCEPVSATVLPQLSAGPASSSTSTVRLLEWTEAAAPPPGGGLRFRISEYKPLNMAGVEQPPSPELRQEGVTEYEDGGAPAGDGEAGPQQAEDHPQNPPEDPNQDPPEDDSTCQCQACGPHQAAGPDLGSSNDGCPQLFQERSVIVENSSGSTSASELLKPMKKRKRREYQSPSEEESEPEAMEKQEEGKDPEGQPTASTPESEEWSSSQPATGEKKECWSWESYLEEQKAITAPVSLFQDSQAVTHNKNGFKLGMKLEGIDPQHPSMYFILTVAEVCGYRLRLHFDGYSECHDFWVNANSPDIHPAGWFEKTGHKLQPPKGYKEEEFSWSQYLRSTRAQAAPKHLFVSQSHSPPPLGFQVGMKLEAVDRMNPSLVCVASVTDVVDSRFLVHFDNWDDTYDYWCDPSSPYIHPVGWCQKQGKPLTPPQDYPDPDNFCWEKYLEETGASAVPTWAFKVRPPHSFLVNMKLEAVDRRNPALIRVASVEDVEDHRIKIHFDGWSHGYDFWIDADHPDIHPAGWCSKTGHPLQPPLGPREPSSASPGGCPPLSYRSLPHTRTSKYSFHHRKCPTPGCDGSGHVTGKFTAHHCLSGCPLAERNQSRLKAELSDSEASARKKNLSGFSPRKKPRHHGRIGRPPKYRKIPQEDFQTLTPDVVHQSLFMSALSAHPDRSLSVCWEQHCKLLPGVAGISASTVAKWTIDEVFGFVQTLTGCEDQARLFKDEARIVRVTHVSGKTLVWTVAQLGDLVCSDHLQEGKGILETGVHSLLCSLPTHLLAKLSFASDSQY
#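 AlphaScreen proximity signal between nickel-chelate acceptor and streptavidin donor beads (final 10 ug/mL) reports binding of 50 nM L3MBTL1 to 75 nM biotin-H3 K9me1 peptide; complex incubated with compounds 30 min at room temperature; cefsulodin titration as control.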
# Tau fluor cs: Counterscreen qHTS for Inhibitors of Tau Fibril Formation, Fluorescence Polarization. AID 1463, 2008. hit rate 0.93% among 280,000. Potency, µM (highest dose often 57.7 µM), for the others: at the highest dose activity change, negative = decrease. tau K18 P301L Alexa594 fluorescence, heparin fibrillization; note: nearly all actives have a fitted effect of over 55% in size
#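 Human tau K18 P301L (15 uM unlabeled, 0.24 uM Alexa 594-labeled) in 100 mM sodium acetate pH 7 with 20 uM heparin, 6 hr at 37 C. ThT 30 uM added, 1 hr ambient; Alexa 594 FP and total fluorescence read at 555/632 nm.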
# TRb SRC2 PPI: qHTS for Inhibitors of the Interaction of Thyroid Hormone Receptor and Steroid Receptor Coregulator 2. Thyroid hormone receptor beta (Homo sapiens), P10828. TRbeta-SRC2 peptide binding, fluorescence polarization; receptor liganded with 1 µM T3. Potency, µM (top dose mostly 106 µM), inactives show at the top dose activity change, negative = inhibition, most hits filed as inhibitors. hit rate 0.065% among 280,000;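 note: plate controls were bound peptide for no effect and peptide without receptor for full effect; nearly all actives have a fitted effect of over 50% in size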
#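 TRb LBD 0.6 uM + Texas Red SRC2 peptide 20 nM, 1 uM T3, Tris buffer w/ 5% DMSO; compound pinned, 5 h RT; FP read ex 555/em 632; normalized to unbound and bound controls.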
# TR SRC2 fluor cs: Total Fluorescence Counterscreen for Inhibitors of the Interaction of Thyroid Hormone Receptor and Steroid Receptor Coregulator 2 | AID 1479, 2009 | Potency, µM (highest dose often 106 µM), without a hit: at the highest dose fluorescence change, negative = quenching | TRb/SRC2 Texas Red total fluorescence interference | hit rate 0.29% among 280,000; active = well fitted curve in either direction with a large enough effect; inconclusive = small, poorly fitted or top-dose-only effect
#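 Human TRβ ligand-binding domain (0.6 uM) and Texas Red SRC2 peptide (20 nM) in Tris buffer with 1 uM T3 and 5% DMSO were incubated with pinned compound for 5 hr at ambient temperature. Total fluorescence was computed as S + 2P (555/632 nm).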
# * = called active by the depositor; u = inconclusive; x = no result given; [ ] = remark or other dose. Unless noted, calls come from the whole dose curve; as a rule, active = well fitted curve in the direction sought with a large enough effect; inconclusive = small, poorly fitted or top-dose-only effect, or another doubt; inactive = no such curve, though single readings can be large; an effect the other way counts as inactive or inconclusive. Unless noted, % is set by controls: 0 for no effect and ±100 for the full control effect; potency is the fitted concentration of half-maximal effect. Rows are unselected; overall some 8.5% were active at least once.
SMILES,ALDH1A1 inh,GLA spleen mod,Tau fibril FP,Tau fibril ThT,L3MBTL1 block,Tau fluor cs,TRb SRC2 PPI,TR SRC2 fluor cs
CCOC(=O)N1CCC(NC(=O)c2cc3sccc3n2CC)CC1,-4.2%,-2.7%,3.7%,-6.6%,3.5%,-4.8%,-4.9%,-3.7%
Cc1ccccc1NC1=C(Cl)C(=O)OC1OC(=O)c1ccccc1C (stereo unspecified),1.0%,-12.5%,u,-14.1%,x,u,-3.1%,-6.4%
COc1ccccc1OCC(=O)n1cc(C(=O)c2cc(Cl)cc(Cl)c2O)cn1,-1.1%,-5.2%,2.0%,-5.8%,2.2%,-2.4%,-0.7%,1.4%
Cc1cc(C)c2oc(-c3ccc(C)c(NC(=O)/C=C/c4ccco4)c3)nc2c1,x,x,-13.7%,-19.7%,x,-14.0%,9.2%,-15.0%
Cc1cc(C(=O)N2CCN(S(=O)(=O)c3ccccc3F)CC2)c(C)o1,-9.1%,-2.4%,0.9%,-5.0%,-0.2%,2.3%,0.4%,0.7%
CC(=O)C1=C(O)C(=O)N(c2cccnc2)C1c1cccc([N+](=O)[O-])c1 (stereo unspecified),x,-7.5%,0.6%[0.0958 µM],x,x,-2.9%[0.0958 µM],-5.1%,-1.5%
CC(=O)Nc1nc(-c2ccc(Cl)cc2)nc(C)c1C(C)=O,-5.7%,3.0%,-1.7%,-2.4%,-0.5%,5.3%,-26.5%,-2.0%
CCCCCOCC1CC(C/C(C)=N/Nc2nc(-c3ccccc3)cs2)C(=O)O1 (stereo unspecified),25.1µM*,-5.3%,-6.9%,u,-5.0%,u,8.2%,1.4%
CC(=O)N1CCN(C(=O)CC2OC(=O)c3ccccc32)CC1 (stereo unspecified),5.01µM*,-0.4%,-3.8%,u,-6.5%,-12.4%,-3.1%,-0.7%
Nc1nc2c([nH]c(=S)n2C2OC(CO)C(O)C2O)c(=O)[nH]1 (stereo unspecified),-9.2%,8.4%,-1.9%,-6.2%,x,-0.7%,-3.3%,0.2%
O=C1CCCN1CCCNC(=S)Nc1ccc(F)c(Cl)c1,-2.8%,-2.1%,2.8%,1.1%,-14.8%,0.1%,0.0%,0.5%
COc1ccc(S(=O)(=O)Nc2cc(C)ccn2)cc1,u,-2.1%,5.3%,-6.6%,x,2.0%,7.2%,-1.7%
CN(C)c1ccc(C=Nc2ccc(N(C)C)cc2)cc1,2.24µM*,-3.0%,28.2µM*,11.2µM*,u,u,50.1µM*,u
COC(=O)C1=C(C)N=C2SC(C#N)=C(N)N2C1c1cc(OC)c(OC)c(OC)c1 (stereo unspecified),1.5%,6.7%,2.0%,-17.2%,3.4%,-9.4%,2.9%,-3.5%
COc1cccc(NC(=O)N2CCC(n3nnc4ccccc43)CC2)c1,2.4%,0.1%,-1.3%,5.0%,2.4%,-6.8%,4.5%,-3.8%
CC(=O)c1c(C)[nH]c(C(=O)NCCc2cccc(C)c2)c1C,-8.8%,-14.4%,-1.6%,0.9%,-4.7%,-2.3%,-15.6%,0.0%
COc1ccc(NS(=O)(=O)c2cc(NC(=O)CNC(=O)c3ccc(C)s3)ccc2Cl)cc1,-13.1%,1.1%,-0.5%,13.1%,-10.6%,u,3.2%,0.8%
Nc1cc(C(=O)OCC(=O)N2CCCC2)ccc1Cl,u,-1.2%,0.3%,-14.7%,x,-8.6%,-6.3%,-1.4%
COc1cccc(-n2c(=O)n(Cc3ccccc3)c(=O)c3[nH]cnc32)c1C,x,3.3%,-3.0%,x,x,-5.0%,-2.0%,-2.5%
O=C(NCCO)C(=O)NCC(c1ccc2c(c1)OCO2)N1CCOCC1 (stereo unspecified),x,x,-2.8%,5.0%,x,-2.8%,3.1%,-0.5%
Cc1cc(F)ccc1NC(=O)CCS(=O)(=O)c1cccc2nsnc12,x,x,-3.1%,-7.9%,x,-11.6%,-6.3%,-1.9%
O=C1OCCN1C(=O)[C@H]1[C@H](c2ccc([N+](=O)[O-])cc2)C(c2ccccc2)=NN1c1ccc(Br)cc1,4.6%[50.4 µM],-4.8%,1.2%,-1.6%,-7.4%,u,-1.7%,1.7%
CS(=O)(=O)c1ccc(C(=O)NC2CCOC2=O)cc1 (stereo unspecified),-5.0%,8.3%,2.0%,1.0%,1.6%,6.1%,4.0%,0.9%
CCOc1ccc(C(=O)N2CCN(c3cccc(Cl)c3)CC2)cc1,4.3%,-5.0%,-3.5%,u,x,-10.8%,0.3%,-1.5%
CC(=O)Nc1c(O)nc(SC/C=C/CSc2nc(O)c(NC(C)=O)c(=O)[nH]2)[nH]c1=O,11.4%,-0.4%,2.1%,-3.0%,2.1%,-0.2%,3.9%,0.6%

# Remaining list, next part.
SMILES,ALDH1A1 inh,GLA spleen mod,Tau fibril FP,Tau fibril ThT,L3MBTL1 block,Tau fluor cs,TRb SRC2 PPI,TR SRC2 fluor cs
Cn1c(=O)c2sccc2n2c(CCCC(=O)Nc3ccc(Oc4ccc(Cl)cc4)cc3)nnc12,x,x,4.2%,2.0%,x,u,0.1%,0.0%
O=c1cc(CSc2nnc(NC3CCCCC3)s2)nc2sccn12,-10.0%,-2.7%,-3.6%,-11.5%,-20.1%,-9.1%,0.4%,-0.4%
COCCCn1c(C)cc(C(=O)COC(=O)CCc2nc3ccccc3c(=O)[nH]2)c1C,x,-18.6%,-1.7%,u,8.9%,-9.5%,1.0%,-1.6%
COc1ccc(CCC(=O)N2CCc3c([nH]c4ccccc34)C2c2ccc(F)cc2)cc1 (stereo unspecified),x,x,-1.8%,-13.0%,x,-22.9%,-5.4%,-1.5%
CCOc1ccccc1NC(=O)Cn1nnc(C(=O)Nc2ccccc2Cl)c1N,7.5%,5.1%,u,1.6%,-6.7%,-25.5%,11.5%,0.5%
O=C(CC1CCS(=O)(=O)C1)NC1CCCCC1 (stereo unspecified),2.1%,-11.9%,3.1%,-17.5%,1.1%,-7.1%,-1.0%,1.1%
COc1ccccc1N1C(=O)c2cccc3c(C(=O)O)ccc(c23)C1=O,u,9.9%,-4.7%,-12.5%,x,-7.5%,7.6%,-2.7%
O=C(CCN(CCO)Cc1ccccc1)Nc1ccc(Br)cc1,3.1%,-23.2%,-5.3%,-9.3%,-0.4%,-11.9%,-7.4%,0.0%
CCOC(=O)C1CCN(c2cc3c(cc2NC(=O)c2ccc(Cl)cc2)n(C)c(=O)n3C)CC1,x,x,-10.7%,-9.2%,x,-10.7%,-4.3%,-1.1%
OCC1(CCc2ccccc2)CCN(Cc2cc(F)ccc2-n2cccn2)CC1,-8.9%,-3.0%,-5.5%,-8.9%,-3.6%,-10.9%,3.8%,-7.4%
CCC(=O)N1CCc2cc(Br)cc(S(=O)(=O)CCC(=O)NCCOC)c21,-1.3%,-12.9%,-2.2%,-8.6%,x,-6.0%,1.2%,-2.4%
CCn1c(CNc2nc(-c3ccccc3)cs2)nnc1SCC(=O)NCc1ccco1,28.2µM*,6.4%,u,u,u,-18.3%,-4.1%,-0.8%
O=c1cc(N2CCCCC2)c2ccccc2o1,u,-10.1%,-9.8%,-0.2%,6.0%,-9.8%,-2.9%,0.3%
C[C@@H](C(=O)NCc1ccc(C(F)(F)F)nc1)[C@H]1C[C@]1(C)[C@H](NC(=O)OCc1ccccc1)c1ccccc1,u,-4.0%,4.6%,-12.7%,x,-25.5%,5.1%,-1.9%
CC(=O)c1ccc(NS(=O)(=O)c2ccc(-c3cc(C)no3)s2)cc1,x,x,-0.2%,0.6%,x,-7.3%,8.8%,-4.9%
CC1=C(c2cccc(Cl)c2)S(=O)(=O)NC1=NCc1ccccc1C,x,x,-9.0%,7.4%,x,-0.4%,4.9%,1.1%
CCOC(=O)N/N=C(C)/C=C/c1ccco1,10µM*,-1.8%,u,u,10.7%,-12.1%,-2.2%,-1.5%
CN1/C(=C\C(=O)C[n+]2ccc3ccccc3c2)C(C)(C)c2ccccc21,5.1%,-9.3%,6.7%,-16.6%,-19.5%,-8.4%,-1.1%,-1.8%
Clc1ccc(-c2cn3ncsc3n2)cc1,x,x,-14.1%,u,x,-26.9%,-10.6%,1.4%
COc1ccc(NC(=O)C2CCCN(S(=O)(=O)c3ccc(C)cc3)C2)cc1OC (stereo unspecified),3.4%,6.4%,15.5%,-3.2%,-7.8%,-14.2%,-11.8%,0.3%

# Laid out differently: entries from further up
# Under each structure: ALDH1A1 inh, GLA spleen mod, Tau fibril FP, Tau fibril ThT, L3MBTL1 block, Tau fluor cs, TRb SRC2 PPI, TR SRC2 fluor cs
Cn1c(=O)c2sccc2n2c(CCCC(=O)Nc3ccc(Oc4ccc(Cl)cc4)cc3)nnc12
  x, x, 4.2%, 2.0%, x, u, 0.1%, 0.0%
COc1cccc(-n2c(=O)n(Cc3ccccc3)c(=O)c3[nH]cnc32)c1C
  x, 3.3%, -3.0%, x, x, -5.0%, -2.0%, -2.5%
CN1/C(=C\C(=O)C[n+]2ccc3ccccc3c2)C(C)(C)c2ccccc21
  5.1%, -9.3%, 6.7%, -16.6%, -19.5%, -8.4%, -1.1%, -1.8%
CN(C)c1ccc(C=Nc2ccc(N(C)C)cc2)cc1
  2.24µM*, -3.0%, 28.2µM*, 11.2µM*, u, u, 50.1µM*, u
CCn1c(CNc2nc(-c3ccccc3)cs2)nnc1SCC(=O)NCc1ccco1
  28.2µM*, 6.4%, u, u, u, -18.3%, -4.1%, -0.8%
CC(=O)N1CCN(C(=O)CC2OC(=O)c3ccccc32)CC1 (stereo unspecified)
  5.01µM*, -0.4%, -3.8%, u, -6.5%, -12.4%, -3.1%, -0.7%
